SENP8 inh – human SENP8 protease inhibitors, primary screen, biochemical, fluorescence, Nedd8 protein substrate, uHTS. Sentrin-specific protease 8 (Homo sapiens), Q96LD8. inhibition, % at 20 µM. 360,000 tested, 0.64% active. recombinant SENP8; in the data active means inhibition mostly above about 40%, no sharp cut-off; inactive means mostly below about 27%
Target sequence (Q96LD8 whole entry, looked up): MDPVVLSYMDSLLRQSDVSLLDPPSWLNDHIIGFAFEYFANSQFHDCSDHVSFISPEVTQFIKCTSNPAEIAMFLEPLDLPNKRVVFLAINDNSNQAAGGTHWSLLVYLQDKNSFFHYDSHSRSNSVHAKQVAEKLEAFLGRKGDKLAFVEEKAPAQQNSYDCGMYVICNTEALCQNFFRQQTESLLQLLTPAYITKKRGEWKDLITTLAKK
SENP6 inh – SENP6 protease inhibitors, primary screen, biochemical, luminescence, uHTS; 330,000 tested, 1.8% active; Sentrin-specific protease 6 (Homo sapiens), Q9GZR1; AID 2599, 2010; Recombinant SENP6 catalytic domain, aminoluciferin luminescence; inhibition, % at 10 µM;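 active means inhibition above about 50% at the single tested dose, limit read from the data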;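 further: plate controls were DMSO wells with enzyme for no effect and DMSO wells lacking enzyme for full effect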
MPTP block – mitochondrial permeability transition pore inhibitors, primary screen, biochemical, isolated mouse mitochondria, absorbance; 360,000 tested, 1.4% active; inhibition, % at 10 µM; Ca2+ swelling absorbance, 30 min;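 active means inhibition of 50% or more, scaled per plate between neutral and stimulator controls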;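 further: 0% = DMSO wells given calcium and 100% = 1 mM EGTA wells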
SENP7 block – SENP7 protease inhibitors, primary screen, biochemical, luminescence, uHTS; Sentrin-specific protease 7 (Homo sapiens), Q9BQF6; recombinant SENP7, Z-RLRGG-aminoluciferin luminescence, 40 min; inhibition, % at 5 µM; 330,000 tested, 1.5% active; AID 434973, 2010;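 active means inhibition above about 50% at the single test dose, limit read from the data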;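 further: plate controls were DMSO with enzyme for no effect and no enzyme buffer wells for full effect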
Target sequence (Q9BQF6 706-1050 limits assumed): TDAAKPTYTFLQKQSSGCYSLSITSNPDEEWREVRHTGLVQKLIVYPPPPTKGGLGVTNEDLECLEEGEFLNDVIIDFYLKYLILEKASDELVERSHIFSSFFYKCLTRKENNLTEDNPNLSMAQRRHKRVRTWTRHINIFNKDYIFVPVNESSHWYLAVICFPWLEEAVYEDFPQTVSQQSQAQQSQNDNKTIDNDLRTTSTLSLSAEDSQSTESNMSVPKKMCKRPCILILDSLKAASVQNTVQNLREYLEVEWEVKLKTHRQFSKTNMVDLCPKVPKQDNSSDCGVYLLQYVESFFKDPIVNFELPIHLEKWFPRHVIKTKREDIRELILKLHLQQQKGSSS
GRIN3A LBD mod – binders of NR3A ligand-binding domain, primary screen, biophysical, differential scanning fluorimetry, uHTS; Glutamate receptor ionotropic, NMDA 3A (GRIN3A) ligand-binding domain; NR3A LBD differential scanning fluorimetry, Tm shift; 0% = protein alone, 100% = glycine-bound protein; Tm shift relative to glycine control, % at 25 µM; 340,000 tested, 2.5% active; AID 1259313, 2017;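 active means melting temperature shift of at least 10% of the positive control shift, at one fixed dose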
HKDC1 inhibitor – HKDC1 hexokinase inhibitors, primary screen, biochemical, fluorescence, uHTS; inhibition, % at 20 µM; 340,000 tested, 0.16% active; Q2TB90; recombinant HKDC1, G6PDH/diaphorase resazurin coupled fluorescence;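 active means inhibition above about 35% when tested at 20 µM, limit read from the data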;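 further: plate controls were DMSO wells with enzyme for no effect and DMSO wells lacking enzyme for full effect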
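Assay system: in-house recombinant HK5 (HKDC1) enzyme. Input: HKDC1 at 5 µg/mL. Medium: Tris pH 8.0 buffer with MgCl2, Tween-20, BSA, BME. Dosing: single 20 µM dose. Schedule: 90 min reaction incubation at room temperature, dark. Signal: resazurin-to-resorufin fluorescence via G6PDH and diaphorase coupling, 525/613 nm. Controls: DMSO-enzyme wells negative, buffer-substituted wells positive.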
ATG4B inhibitor – ATG4B protease inhibitors, primary screen, biochemical, fluorescence, uHTS; ATG4B cleavage of LC3-PLA2, NBD-HPC fluorescence, 1 h; 340,000 tested, 0.51% active; AID 504462, 2011; inhibition, % at 8.33 µM; in the data active means inhibition above about 40%
Target sequence (Q9Y4P1 whole entry, looked up): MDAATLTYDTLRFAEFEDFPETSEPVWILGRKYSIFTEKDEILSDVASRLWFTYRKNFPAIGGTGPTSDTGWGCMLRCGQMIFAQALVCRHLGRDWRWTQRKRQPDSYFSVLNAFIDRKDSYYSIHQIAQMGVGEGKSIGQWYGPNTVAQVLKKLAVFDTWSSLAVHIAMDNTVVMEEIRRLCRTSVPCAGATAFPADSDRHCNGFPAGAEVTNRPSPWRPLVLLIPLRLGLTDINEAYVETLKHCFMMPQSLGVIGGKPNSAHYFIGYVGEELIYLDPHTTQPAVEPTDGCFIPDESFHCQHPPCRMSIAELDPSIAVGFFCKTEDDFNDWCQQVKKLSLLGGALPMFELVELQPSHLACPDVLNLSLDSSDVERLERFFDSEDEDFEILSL
PfG6PD inh – PfG6PD enzyme inhibitors, primary screen, biochemical, fluorescence intensity, uHTS. 350,000 tested, 0.78% active. inhibition, % at 20 µM. PfGluPho enzyme, NADPH resazurin-diaphorase fluorescence. AID 504690, 2011. glucose-6-phosphate dehydrogenase-6-phosphogluconolactonase (Plasmodium falciparum 3D7);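 active means inhibition reaching at least a set limit at 20 µM in the primary screen, cut at about 59% in these data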;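 further: 0% = DMSO wells with substrate and 100% = DMSO wells lacking glucose-6-phosphate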
The depositor's hits bear a star; nt = no result given. An unsorted share of the library; 6.9% or so of the library scored in one or more.

no.	molecule	SENP8 inh	SENP6 inh	MPTP block	SENP7 block	GRIN3A LBD mod	HKDC1 inhibitor	ATG4B inhibitor	PfG6PD inh
1	CCOc1ccc(S(=O)(=O)N2CCCC(C(=O)NCc3ccncc3)C2)cc1Cl (configuration not stated)	4	-23	0.0	-10	-1	-5	-9	-17
2	O=C(Nc1ccccc1O)c1ccc([N+](=O)[O-])cc1	20	-18	0.6	7	0	2	6	-10
3	O=S(=O)(c1ccc2ccccc2c1)N1CCCOC1	1	-9	0.6	-10	1	-5	-11	-2
4	Cc1ccc(C)c(NC(=O)C(c2ccccc2)N2CCN(CC(=O)N3CCOCC3)CC2)c1 (configuration not stated)	12	6	-0.4	9	-1	-6	-24	-14
5	Cc1ccccc1CN1[C@@H](Cc2ccccc2)COCCS1(=O)=O	19	-23	1.0	5	1	1	-13	7
6	COc1ccc(C(=O)NC(=O)COC(=O)CCS(=O)(=O)c2ccc(C)cc2)cc1	7	-6	-0.5	6	2	-4	6	-2
7	Cc1ccc(C2=N/C(=C\c3cccc(F)c3)C(=O)O2)cc1	-290	-5	-0.4	5	-1	0	-9	3
8	Cc1ccc(S(=O)(=O)NCC(=O)NCC(=O)OC(C(=O)NC(N)=O)C(C)C)cc1C (configuration not stated)	20	6	1.6	-2	-1	-5	2	6
9	Cc1nc(C(=O)N(C)C)nn1-c1cc(Cl)cc(Cl)c1	6	9	-0.6	7	0	-6	-2	-10
10	COc1ccc(CCN(C)C(=O)c2oc3ccccc3c2C)cc1OC	4	-2	-3.2	2	-1	-5	-10	-10
11	COCCCn1cc(C(=O)c2cc(OC)ccc2OCC(=O)N2CCCCC2C)cc(C#N)c1=O (configuration not stated)	-12	-5	-0.1	2	-2	-11	-11	16
12	Cn1c(=O)[nH]c(=O)c2c1nc(CN1CCN(c3cccc(Cl)c3)CC1)n2CCc1ccccc1	14	3	-1.0	-9	-4	-4	-3	-19
13	O=C(CCCOc1ccccc1)Nc1ccncc1	20	-1	44	0	2	-7	-6	-29
14	O=C(Nc1ccc(Cn2cccn2)cc1)c1ccc(COc2ccc(Br)cc2)cc1	8	-10	12	2	-3	-8	-10	-11
15	NNC(=O)c1cccn(Cc2ccc(Cl)cc2Cl)c1=O	0	-23	-0.7	1	1	13	1	-13
16	COc1ccccc1Oc1coc2cc(OC(=O)N3CCOCC3)ccc2c1=O	11	7	1.3	7	0	-3	-15	2
17	Nc1c(N2CCCC2)cc(Cl)c2nonc12	13	91*	-0.7	49	-3	-5	37	-72
18	CCC1(C)NC(=O)N(/N=C/c2cc(OC)c(O)c(OC)c2)C1=O (configuration not stated)	0	-2	1.7	1	1	1	-5	-3
19	CCN(/N=C/C=C/c1ccccc1)c1cc(=O)n(C)c(=O)[nH]1	-45	-1	2.4	7	-22	3	-1	11
20	S=C(NCc1cccnc1)Nc1ccc(Oc2ccc(Cl)cc2)cc1	10	-26	80*	-14	5	2	2	-6
21	CCOC(=O)C1CCCN(C(=O)c2ccc(Cl)c(S(=O)(=O)N3CCCCCC3)c2)C1 (configuration not stated)	8	0	1.6	-9	-1	-1	-3	-8
22	CC1=[N+](C)N(c2ccccc2)C(=O)C1N=Cc1c(Cl)cccc1Cl (configuration not stated)	13	12	-0.1	-5	0	-10	-12	2
23	O=C(NCC1OCCCN1S(=O)(=O)c1cc(F)ccc1F)C(=O)NC1CCCCC1 (configuration not stated)	-2	-2	2.0	-5	2	-14	-5	-9
24	N/C(CSc1nc(-c2ccccc2)c(-c2ccccc2)o1)=N\O	-365	0	-0.4	8	-2	-8	1	-8
25	COc1ccccc1CNC(=O)C1CCN(S(C)(=O)=O)CC1	23	3	0.3	-2	0	-2	-8	9
26	CCOC(=O)[C@@H]1[C@H]2COc3cc(OC)ccc3[C@H]2N2C(=O)N(c3cccc(C)c3)C(=O)[C@]12C	-19	-5	0.6	9	-1	7	-6	-3
27	O=C(C1=C[C@H](c2ccc(C(F)(F)F)cc2)C[C@H](OCc2ccc(CO)cc2)O1)N1CCN(Cc2ccc3c(c2)OCO3)CC1	1	-13	-1.0	-8	-6	-2	-22	35
28	CC(CN(C)C)CN1c2ccccc2Sc2ccccc21 (configuration not stated)	-23	7	77*	8	1	-4	-1	18
29	CN1C(C(=O)NCc2ccco2)CC2Cn3c(nc4cc5ccccc5cc43)C21 (configuration not stated)	-49	-11	0.1	-13	10*	0	-4	-1
30	CCN(CC)C(=O)CSc1nsc(SCC(=O)N(CC)CC)c1C#N	14	4	-0.6	15	-2	1	-11	-12
31	O=C(COc1ccccc1Cl)NCCNC(=O)c1cccnc1	18	-6	-2.9	6	-2	-5	-3	-3
32	CCN(C(=O)CSc1n[nH]c(-c2cccs2)n1)C1CCS(=O)(=O)C1 (configuration not stated)	13	-8	1.4	4	0	3	3	8
33	COc1cc(CN2CCC(n3nccc3NC(=O)CCCc3ccccc3)CC2)ccc1F	-8	-24	-1.3	-11	0	-1	4	-19
34	CCN1CCN(c2ccc(NC(=O)Cc3ccccc3)cc2)CC1	17	-2	-1.5	9	-1	-1	-1	1
35	CC(C)(C)OC(=O)N[C@@H](Cc1ccccc1)C(=O)N1CCC(C(=O)NCC(=O)O)CC1	14	-11	-0.3	-4	-6	-7	-3	3
36	CC1(c2ccc(OC(F)F)cc2)NC(=O)N(CC(=O)NC2CCCCC2)C1=O (configuration not stated)	2	-4	0.1	1	2	-9	-9	-12
37	CCN(CC)CCn1c2c(c(SCC(=O)Nc3nc4ccccc4s3)nc1=O)CCCC2	9	-4	-3.6	4	0	-5	-8	-7
38	CC(Oc1ccccc1Cl)C(=O)N1CCCN(C)CC1 (configuration not stated)	10	-7	1.8	-10	-3	-2	-3	-1
39	CCOC(=O)CC1C(=O)NCCN1C(=O)NC1CCCCC1 (configuration not stated)	19	-18	-1.0	-10	0	-10	-7	-4
40	CCOC(=O)C(=O)N(Nc1ccc(C)cc1)c1ccc(C)cc1	21	-18	3.5	0	11*	3	-1	9
41	Nn1c(-c2cccs2)nc2sc3c(c2c1=O)CCCC3	-409	90*	1.7	59*	3	-3	3	14
42	CN(CC(=O)Nc1ccc(C#N)cc1)Cc1ccc(Cl)cc1	9	-9	2.1	6	-8	5	-19	8
43	O=C(NCc1ccccc1)c1ccc2c(=O)n(CCCN3CCCC3=O)c(=S)[nH]c2c1	7	7	2.7	0	-2	-5	-15	-20
44	Cc1cccc(NC(NC(=O)c2ccccc2[N+](=O)[O-])C(Cl)(Cl)Cl)c1 (configuration not stated)	13	4	0.7	26	-3	-2	1	10
45	CC/C(C)=N/NC(=S)NCc1ccco1	14	5	-0.7	1	-1	-5	6	3
46	Cc1ccccc1C(=O)NC(CC(C)C)C(=O)OCc1cc(=O)n2cc(Br)ccc2n1 (configuration not stated)	-174	34	0.8	-1	-2	-4	6	-17
47	O=C(NCCc1ccccn1)c1n[nH]c(=O)c2ccccc12	19	15	-0.4	2	-2	-7	-7	2
48	O=C(CNc1ccc2ccccc2c1)N/N=C/C=C/c1cccc([N+](=O)[O-])c1	-174	-5	0.6	14	22*	14	-10	17
49	Cc1ccc(NC(=O)Cn2cnc([N+](=O)[O-])c2)cc1C	10	2	0.6	7	0	-7	-1	7
50	Cc1ccc(C23CC4CC(CC(C(=O)NC(C)C(=O)O)(C4)C2)C3)cc1 (configuration not stated)	5	7	-0.8	-9	-4	3	5	-38
51	O=C(COc1cccc(NC(=O)c2ccccc2)c1)c1ccc(F)cc1	6	-7	-3.5	1	-1	-1	-8	16
52	Cc1ccc(C(=O)OC/C(O)=C(\C#N)c2nc3ccccc3[nH]2)cc1S(=O)(=O)N1CCOCC1	-22	-8	4.4	-9	-8	-7	6	-11
53	c1ccc(NCCSc2nc3ccccc3s2)cc1	8	nt	0.8	nt	-2	6	6	-9
54	COc1ccc(S(=O)(=O)N(CC(=O)O)c2ccccc2)cc1	3	-5	0.0	-5	nt	3	-15	13
55	CCn1c(=O)c(C(=O)NNC(=O)c2ccccc2Br)c(O)c2ccccc21	-3	-12	1.5	8	-1	-2	6	-43
56	Nc1nc(SCC(=O)c2cc3ccccc3o2)n[nH]1	-7	4	2.9	-3	2	14	-6	12

An excerpt of these results, in transposed form:
49) Cc1ccc(NC(=O)Cn2cnc([N+](=O)[O-])c2)cc1C
52) Cc1ccc(C(=O)OC/C(O)=C(\C#N)c2nc3ccccc3[nH]2)cc1S(=O)(=O)N1CCOCC1
entry no.	49	52
SENP8 inh	10	-22
SENP6 inh	2	-8
MPTP block	0.6	4.4
SENP7 block	7	-9
GRIN3A LBD mod	0	-8
HKDC1 inhibitor	-7	-7
ATG4B inhibitor	-1	6
PfG6PD inh	7	-11

The listing continues.
no.	molecule	SENP8 inh	SENP6 inh	MPTP block	SENP7 block	GRIN3A LBD mod	HKDC1 inhibitor	ATG4B inhibitor	PfG6PD inh
57	COCCCNc1ccnc2c(Cl)cccc12	-132	-12	-2.5	-9	1	2	1	5
58	CN(C)C(=O)N1CCNCC1	9	-13	-1.1	-1	-1	4	-1	4
59	Cc1noc(C)c1COC(=O)c1cc(C)n(-c2ccccc2)c1C	-9	-28	13	0	-1	1	-7	-8
60	CSc1nc(=O)n2cccc(C)c2n1	-26	-3	-0.1	-2	-1	2	9	-18
61	O=C(Nc1ccccc1)Nc1ccc(Cl)c(S(=O)(=O)N2CCOCC2)c1	9	6	62*	-3	6	-4	-6	5
62	COCCn1c(N)c(C(=S)NC(=O)c2cccs2)c(=O)[nH]c1=O	-11	-11	-1.0	0	0	10	12	53
63	O=C(Nc1ccc2c(c1)CCC2)C1CCCO1 (configuration not stated)	13	1	-2.3	2	-1	-11	-9	5

Gathered by group, the compounds so far containing an aryl methoxy group.
no.	molecule	SENP8 inh	SENP6 inh	MPTP block	SENP7 block	GRIN3A LBD mod	HKDC1 inhibitor	ATG4B inhibitor	PfG6PD inh
6	COc1ccc(C(=O)NC(=O)COC(=O)CCS(=O)(=O)c2ccc(C)cc2)cc1	7	-6	-0.5	6	2	-4	6	-2
10	COc1ccc(CCN(C)C(=O)c2oc3ccccc3c2C)cc1OC	4	-2	-3.2	2	-1	-5	-10	-10
11	COCCCn1cc(C(=O)c2cc(OC)ccc2OCC(=O)N2CCCCC2C)cc(C#N)c1=O (configuration not stated)	-12	-5	-0.1	2	-2	-11	-11	16
16	COc1ccccc1Oc1coc2cc(OC(=O)N3CCOCC3)ccc2c1=O	11	7	1.3	7	0	-3	-15	2
18	CCC1(C)NC(=O)N(/N=C/c2cc(OC)c(O)c(OC)c2)C1=O (configuration not stated)	0	-2	1.7	1	1	1	-5	-3
25	COc1ccccc1CNC(=O)C1CCN(S(C)(=O)=O)CC1	23	3	0.3	-2	0	-2	-8	9
26	CCOC(=O)[C@@H]1[C@H]2COc3cc(OC)ccc3[C@H]2N2C(=O)N(c3cccc(C)c3)C(=O)[C@]12C	-19	-5	0.6	9	-1	7	-6	-3
33	COc1cc(CN2CCC(n3nccc3NC(=O)CCCc3ccccc3)CC2)ccc1F	-8	-24	-1.3	-11	0	-1	4	-19
54	COc1ccc(S(=O)(=O)N(CC(=O)O)c2ccccc2)cc1	3	-5	0.0	-5	nt	3	-15	13
